Screening results (PubChem)
Myeloid diff MLP: compounds promoting myeloid differentiation; ER-HoxA9 myeloid progenitors, lysozyme-GFP differentiation, flow cytometry; calls only at 10 µM; AID 624256; actives 1% (n = 360,000);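 active = normalized GFP-positive differentiation at or above the plate's own cutoff, the solvent-only control mean plus 3 SD; inconclusive = no clear call, values can overlap the other calls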;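 also: cells exposed to compound for four days before flow analysis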
K1F lysis inhibition: inhibition of K1F phage lysis, E. coli UTI89, bacterial capsule biogenesis inhibitors, alamar blue (AID 488966); actives 0.02% (n = 340,000); inhibition, % at 100 µM; hits with a dose series show IC50 in µM; E. coli UTI89 K1F phage lysis, alamar blue, 2 h; higher % means a stronger effect;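 active = phage lysis inhibition, versus mean bacterial control, above a set limit; inconclusive = no clear call, values can overlap the other calls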;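 also: capsule biogenesis inhibitors block K1F phage lysis so surviving cells raise fluorescence; higher fluorescence means more inhibition of phage lysis; actives were called in the ten point dose series up to 300 µM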
Myeloid diff MLP GFP+ MAC1+ %: further read-out of Myeloid diff MLP, marked with its call; GFP+ MAC1+ double positive, %; measured here: differentiation confirmed by MAC1 staining
* marks the source's active call; other numbers are inactive results; [ ] = remark or other dose.

The opening 2 records, ahead of the listing:
What do the screens show for `O=C(Nc1ccccc1)C1=C[C@H](c2ccc(C(F)(F)F)cc2)C[C@H](OCCCCO)O1`?
Myeloid diff MLP: inactive; K1F lysis inhibition: 0.7%; Myeloid diff MLP GFP+ MAC1+ %: 1.2

How did COc1cccc([C@@H]2CC=C(C(=O)O)[C@H](c3ccc(Br)cc3)N2S(=O)(=O)c2ccc(C)cc2)c1 do in these assays?
Myeloid diff MLP: inactive; K1F lysis inhibition: 0.0%; Myeloid diff MLP GFP+ MAC1+ %: 0.5

Results, from the first entry:
What do the screens show for `O=C(Nc1ccccc1)C1=C[C@H](c2ccc(C(F)(F)F)cc2)C[C@H](OCCCCO)O1`?
Myeloid diff MLP: inactive; K1F lysis inhibition: 0.7%; Myeloid diff MLP GFP+ MAC1+ %: 1.2

How did COc1cccc([C@@H]2CC=C(C(=O)O)[C@H](c3ccc(Br)cc3)N2S(=O)(=O)c2ccc(C)cc2)c1 do in these assays?
Myeloid diff MLP: inactive; K1F lysis inhibition: 0.0%; Myeloid diff MLP GFP+ MAC1+ %: 0.5

Results for Cc1cc(C)c(C)c(S(=O)(=O)N2CCC(C(=O)N3CCCC3)CC2)c1C ?
Myeloid diff MLP: inactive; K1F lysis inhibition: 0.7%[50 µM]; Myeloid diff MLP GFP+ MAC1+ %: 0.1

How did Cc1nc(SCC(=O)N2CCCCCC2)c2c(=O)n(C)c(=O)n(CC(C)C)c2n1 do in these assays?
Myeloid diff MLP: inactive; K1F lysis inhibition: 0.1%; Myeloid diff MLP GFP+ MAC1+ %: 0.4

How did O=C(NCCc1ccccc1)[C@@H]1CC=C[C@@H]2CCN(Cc3ccccc3)C(=O)[C@@H]21 do in these assays?
Myeloid diff MLP: inactive; K1F lysis inhibition: -0.4%; Myeloid diff MLP GFP+ MAC1+ %: 2.4

How did O=C(NCCN1CCOCC1)c1cccc(S(=O)(=O)Nc2ccc(F)cc2)c1 do in these assays?
Myeloid diff MLP: inactive; K1F lysis inhibition: 0.7%[50 µM]; Myeloid diff MLP GFP+ MAC1+ %: 0.5

What do the screens show for `Cn1c(=O)[nH]c2c(c(C(=O)O)nn2C)c1=O`?
Myeloid diff MLP: inactive; K1F lysis inhibition: -3.4%; Myeloid diff MLP GFP+ MAC1+ %: 0.4

Results for CCN1C[C@@H]2[C@@H]3C(=O)N(Cc4ccccc4)C(=O)[C@@H]3[C@](Cc3ccccc3)(C1=O)N2C(=O)c1ccc(C(C)(C)C)cc1 ?
Myeloid diff MLP: inactive; K1F lysis inhibition: 2.6%; Myeloid diff MLP GFP+ MAC1+ %: 3.5

What do the screens show for `COc1ccccc1Cn1c(-c2ccco2)nc2nc3ccccc3nc21`?
Myeloid diff MLP: inactive; K1F lysis inhibition: 0.3%; Myeloid diff MLP GFP+ MAC1+ %: 0.7

What do the screens show for `CN(C)S(=O)(=O)c1cccc(NC(=O)c2ccc(S(=O)(=O)N3CCCCC3)cc2)c1`?
Myeloid diff MLP: inactive; K1F lysis inhibition: 1.0%[50 µM]; Myeloid diff MLP GFP+ MAC1+ %: 0.8

Results for CCOC(=O)Nc1cccc(OCC(=O)Nc2ccc3c(c2)CCC3)c1 ?
Myeloid diff MLP: inactive; K1F lysis inhibition: 0.7%[50 µM]; Myeloid diff MLP GFP+ MAC1+ %: 0.6

How did O=C(NCc1ccccc1)c1cccc(NC(=O)C2CC2)c1 do in these assays?
Myeloid diff MLP: inactive; K1F lysis inhibition: -0.1%; Myeloid diff MLP GFP+ MAC1+ %: 1.5

How did COc1ccc(-c2nn(-c3ccccc3)cc2C(=O)N2CCN(S(=O)(=O)c3ccccc3C#N)CC2)cc1 do in these assays?
Myeloid diff MLP: inactive; K1F lysis inhibition: 0.4%[50 µM]; Myeloid diff MLP GFP+ MAC1+ %: 1.0

How did COc1ccc(CC(=O)N(C)Cc2cccc(F)c2)cc1S(=O)(=O)N1CCOCC1 do in these assays?
Myeloid diff MLP: inactive; K1F lysis inhibition: 1.4%[50 µM]; Myeloid diff MLP GFP+ MAC1+ %: 0.4

What do the screens show for `COc1ccc(O)c(C(=O)c2cnn(C(=O)c3cccc(N(C)C)c3)c2)c1`?
Myeloid diff MLP: inactive; K1F lysis inhibition: -2.5%; Myeloid diff MLP GFP+ MAC1+ %: 2.0

How did C#CCOCCOCCOCCNc1nc(N2CCN(C(=O)[C@H](CCC(=O)O)n3cc(CN)nn3)CC2)nc(N2CCN(C(=O)[C@H](CCCN=C(N)N)n3cc(C(N)[C@@H](C)CC)nn3)CC2)n1 (stereo partly specified) do in these assays?
Myeloid diff MLP: inactive; K1F lysis inhibition: 0.1%; Myeloid diff MLP GFP+ MAC1+ %: 0.4

How did O=C1CN(C(=O)c2c(F)cccc2F)C(c2ccc(F)cc2)c2cc(Br)ccc2N1 (stereo unspecified) do in these assays?
Myeloid diff MLP: inactive; K1F lysis inhibition: 0.2%; Myeloid diff MLP GFP+ MAC1+ %: 0.9

What do the screens show for `CCOC(=O)c1c(C)[nH]c(C(=O)NNC(=O)c2ccc(Br)cc2)c1C`?
Myeloid diff MLP: inactive; K1F lysis inhibition: -0.1%[50 µM]; Myeloid diff MLP GFP+ MAC1+ %: 0.8

What do the screens show for `CC(=O)c1cccc(NC(=O)COC(=O)CCNS(=O)(=O)c2ccccc2)c1`?
Myeloid diff MLP: inactive; K1F lysis inhibition: -0.8%; Myeloid diff MLP GFP+ MAC1+ %: 0.8

What do the screens show for `CC(C)(C)[C@H]1COC(=O)[C@@H](Cc2ccc(F)cc2)C/C=C\C[C@@H](CC(=O)N[C@H](CO)Cc2ccccc2)C(=O)N1`?
Myeloid diff MLP: inactive; K1F lysis inhibition: 2.4%; Myeloid diff MLP GFP+ MAC1+ %: 2.3

Three structures out of the list, ordered by formula weight, low to high:
What do the screens show for `Cn1c(=O)[nH]c2c(c(C(=O)O)nn2C)c1=O`?
Myeloid diff MLP: inactive; K1F lysis inhibition: -3.4%; Myeloid diff MLP GFP+ MAC1+ %: 0.4

What do the screens show for `COc1ccccc1Cn1c(-c2ccco2)nc2nc3ccccc3nc21`?
Myeloid diff MLP: inactive; K1F lysis inhibition: 0.3%; Myeloid diff MLP GFP+ MAC1+ %: 0.7

Results for CCN1C[C@@H]2[C@@H]3C(=O)N(Cc4ccccc4)C(=O)[C@@H]3[C@](Cc3ccccc3)(C1=O)N2C(=O)c1ccc(C(C)(C)C)cc1 ?
Myeloid diff MLP: inactive; K1F lysis inhibition: 2.6%; Myeloid diff MLP GFP+ MAC1+ %: 3.5

Continued.
What do the screens show for `CC(=O)c1sc(NC(=O)CCN2C(=O)C3CC=CCC3C2=O)nc1-c1ccccc1` (stereo unspecified)?
Myeloid diff MLP: inactive; K1F lysis inhibition: 0.6%[50 µM]; Myeloid diff MLP GFP+ MAC1+ %: 0.9

Results for Cn1c(N)c(C(=O)CSc2nnc(-c3cccs3)n2C2CC2)c(=O)[nH]c1=O ?
Myeloid diff MLP: inactive; K1F lysis inhibition: 0.3%[50 µM]; Myeloid diff MLP GFP+ MAC1+ %: 0.1

What do the screens show for `CC1=CC2C(C3C=CC2(C)C(=O)C3(C)O)C(C)(O)C1=O` (stereo unspecified)?
Myeloid diff MLP: inactive; K1F lysis inhibition: 0.5%; Myeloid diff MLP GFP+ MAC1+ %: 0.3

Results for CC1CC(C)CN(C(=O)COC(=O)c2nccnc2N)C1 (stereo unspecified) ?
Myeloid diff MLP: inactive; K1F lysis inhibition: 1.8%[50 µM]; Myeloid diff MLP GFP+ MAC1+ %: 0.8

What do the screens show for `CN(C(=O)COC(=O)c1cc2ccccc2cc1O)C1CCCCC1`?
Myeloid diff MLP: inactive; K1F lysis inhibition: 1.4%[50 µM]; Myeloid diff MLP GFP+ MAC1+ %: 0.5

How did O=C(CN1C(=O)NC2(CCCCC2)C1=O)NCCc1ccccc1 do in these assays?
Myeloid diff MLP: inactive; K1F lysis inhibition: 0.2%[50 µM]; Myeloid diff MLP GFP+ MAC1+ %: 0.3

What do the screens show for `CCOC(=O)C1(NC(=O)C2(N3C(=O)c4ccccc4C3=O)CCCC2)CCCC1`?
Myeloid diff MLP: inactive; K1F lysis inhibition: 1.4%; Myeloid diff MLP GFP+ MAC1+ %: 1.3

What do the screens show for `COc1ccc(NS(=O)(=O)c2cc3c4c(c2)CCN4C(=O)CC3)cc1OC`?
Myeloid diff MLP: inactive; K1F lysis inhibition: 1.7%[50 µM]; Myeloid diff MLP GFP+ MAC1+ %: 1.2

Results for O=C(Nc1ccccc1F)C(c1ccccc1)c1ccccc1 ?
Myeloid diff MLP: inactive; K1F lysis inhibition: 0.5%; Myeloid diff MLP GFP+ MAC1+ %: 0.4

Results for NC(=O)c1ccsc1NC(=O)C1CCN(S(=O)(=O)c2cccs2)CC1 ?
Myeloid diff MLP: inactive; K1F lysis inhibition: 1.1%[50 µM]; Myeloid diff MLP GFP+ MAC1+ %: 1.1

How did O=C(CNC(=O)C12CC3CC(CC(C3)C1)C2)OCC(=O)N1CCCCC1 do in these assays?
Myeloid diff MLP: inactive; K1F lysis inhibition: 0.1%[50 µM]; Myeloid diff MLP GFP+ MAC1+ %: 0.4

Results for C=C1CCC[C@]2(C)C[C@H]3OC(=O)C(CN4CC(C)OC(C)C4)[C@H]3C[C@@H]12 (stereo partly specified) ?
Myeloid diff MLP: inactive; K1F lysis inhibition: -0.2%; Myeloid diff MLP GFP+ MAC1+ %: 1.6

How did COc1ccc(NC(=O)c2ccc(NC(=O)CN3CCC(C(N)=O)CC3)cc2)cc1 do in these assays?
Myeloid diff MLP: inactive; K1F lysis inhibition: 3.7%; Myeloid diff MLP GFP+ MAC1+ %: 0.7

Results for O=C(O)C1(Nc2ccccc2Cl)CCCC1 ?
Myeloid diff MLP: inactive; K1F lysis inhibition: 1.1%; Myeloid diff MLP GFP+ MAC1+ %: 0.7

Results for COc1ccc(-c2cccc(NS(=O)(=O)c3cc([N+](=O)[O-])c(C)c([N+](=O)[O-])c3)c2)nn1 ?
Myeloid diff MLP: inactive; K1F lysis inhibition: -1.0%[50 µM]; Myeloid diff MLP GFP+ MAC1+ %: 1.0

How did CN(C)CCC=C1c2ccccc2C=Cc2ccccc21 do in these assays?
Myeloid diff MLP: inactive; K1F lysis inhibition: 8.5%; Myeloid diff MLP GFP+ MAC1+ %: 1.1

What do the screens show for `COc1ccc(NC(=O)c2ccccc2NC(=O)c2ccccc2)cc1`?
Myeloid diff MLP: inactive; K1F lysis inhibition: 0.3%; Myeloid diff MLP GFP+ MAC1+ %: 0.3

Results for CCSc1nc(COC(=O)NC)c(COC(=O)NC)n1C ?
Myeloid diff MLP: active; K1F lysis inhibition: -2.7%; Myeloid diff MLP GFP+ MAC1+ %: 14.0*

How did CC(CNC1CCCCC1)OC(=O)c1ccc([N+](=O)[O-])cc1 (stereo unspecified) do in these assays?
Myeloid diff MLP: inactive; K1F lysis inhibition: 3.2%; Myeloid diff MLP GFP+ MAC1+ %: 0.5

How did COc1ccc(Cl)cc1C(=O)OCC(=O)Nc1sccc1C(N)=O do in these assays?
Myeloid diff MLP: inactive; K1F lysis inhibition: 3.3%; Myeloid diff MLP GFP+ MAC1+ %: 0.9

Results for N#Cc1ccc(CSc2ccc(S(=O)(=O)N3CCCC3)cn2)cc1 ?
Myeloid diff MLP: inactive; K1F lysis inhibition: 1.6%[50 µM]; Myeloid diff MLP GFP+ MAC1+ %: 1.3

Results for COc1ccc(NC(=O)CSc2nnc3ccc(-c4cccnc4)nn23)cc1OC ?
Myeloid diff MLP: inactive; K1F lysis inhibition: 0.7%[50 µM]; Myeloid diff MLP GFP+ MAC1+ %: 0.6

What do the screens show for `CCOC(=O)c1ccc(NC(=O)c2nc[nH]c2C(=O)NCCNC(=O)c2[nH]cnc2C(=O)Nc2ccc(C(=O)OCC)cc2)cc1`?
Myeloid diff MLP: inactive; K1F lysis inhibition: 0.6%; Myeloid diff MLP GFP+ MAC1+ %: 0.6

How did CC1(C)N=C(N)N=C(N)N1c1cccc(C#N)c1 do in these assays?
Myeloid diff MLP: inconclusive; K1F lysis inhibition: 0.5%

Results for Cc1ccc(-n2ccnc(SCC(=O)NC3CCCC3)c2=O)cc1Cl ?
Myeloid diff MLP: inactive; K1F lysis inhibition: -0.5%[50 µM]; Myeloid diff MLP GFP+ MAC1+ %: 0.3

What do the screens show for `CCc1noc(C)c1C(=O)Nc1nc2c(C)cc(C)cc2s1`?
Myeloid diff MLP: inactive; K1F lysis inhibition: 0.4%[50 µM]; Myeloid diff MLP GFP+ MAC1+ %: 1.5

Results for O=C(COC(=O)c1cccc(S(=O)(=O)N2CCCCCC2)c1)Nc1ccccc1 ?
Myeloid diff MLP: inactive; K1F lysis inhibition: 0.2%[50 µM]; Myeloid diff MLP GFP+ MAC1+ %: 0.5

What do the screens show for `O=C(O)c1cccc(NS(=O)(=O)c2ccc(Oc3ccc(S(=O)(=O)Nc4cccc(C(=O)O)c4)cc3)cc2)c1`?
Myeloid diff MLP: inactive; K1F lysis inhibition: -1.2%; Myeloid diff MLP GFP+ MAC1+ %: 0.3

Results for O=[N+]([O-])c1ccc(Nc2ccccc2O)c2nonc12 ?
Myeloid diff MLP: active; K1F lysis inhibition: 0.3%; Myeloid diff MLP GFP+ MAC1+ %: 1.4*

What do the screens show for `CCN1CC(C)(C)N(C(=O)c2ccccc2)CC1(C)C`?
Myeloid diff MLP: inactive; K1F lysis inhibition: 0.4%; Myeloid diff MLP GFP+ MAC1+ %: 1.3

How did CC1Cc2ccccc2N1S(=O)(=O)c1cccc(C(=O)OCC(=O)N2CCOCC2)c1 (stereo unspecified) do in these assays?
Myeloid diff MLP: inactive; K1F lysis inhibition: -1.0%; Myeloid diff MLP GFP+ MAC1+ %: 1.0

These rows are one share of the data; rates above refer to the full screens.
